# GPR151 ag – human GPR151 activation; Q8TDV0; PathHunter beta-arrestin GPR151 cells, luminescence; activation, % at 11.2 µM; 650,000 tested, 1% active; AID 1508602; in the data active = activation above about 4.9%;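 note: 0% = median of compound wells and 100% = cells with positive control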
# Target sequence (Q8TDV0 whole entry, looked up): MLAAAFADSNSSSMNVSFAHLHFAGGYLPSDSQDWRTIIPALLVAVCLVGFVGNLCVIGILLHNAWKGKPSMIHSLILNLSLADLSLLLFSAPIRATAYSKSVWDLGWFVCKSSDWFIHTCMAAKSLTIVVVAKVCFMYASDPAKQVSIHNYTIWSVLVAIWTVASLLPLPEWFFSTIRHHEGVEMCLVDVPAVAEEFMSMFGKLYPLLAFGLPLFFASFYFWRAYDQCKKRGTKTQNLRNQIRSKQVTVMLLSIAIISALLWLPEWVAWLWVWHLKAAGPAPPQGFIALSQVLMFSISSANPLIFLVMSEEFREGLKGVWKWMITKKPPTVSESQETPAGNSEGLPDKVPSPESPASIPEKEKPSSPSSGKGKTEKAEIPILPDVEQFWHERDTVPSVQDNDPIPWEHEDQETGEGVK
# TEAD-YAP inh – TEAD-YAP interaction inhibition; inhibition, % at 9.12 µM; AID 1259422; HEK-TIYL cells, TEAD-Gal4/YAP UAS-luciferase luminescence; 640,000 tested, 1.4% active; in the data active = inhibition above about 32%;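 note: 0% = median of test compound wells and 100% = reference inhibitor wells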
# FBW7 activator – activators of human E3 ligase FBW7. AlphaScreen FBW7–phospho-cyclin E peptide binding, activator screen. normalized activity (activation), % at 26.1 µM. 650,000 tested, 0.13% active; in the data active = normalized activity above about 1.9%;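 note: purified mutant Fbw7 with reduced substrate affinity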
# Target sequence (Q969H0 whole entry, looked up): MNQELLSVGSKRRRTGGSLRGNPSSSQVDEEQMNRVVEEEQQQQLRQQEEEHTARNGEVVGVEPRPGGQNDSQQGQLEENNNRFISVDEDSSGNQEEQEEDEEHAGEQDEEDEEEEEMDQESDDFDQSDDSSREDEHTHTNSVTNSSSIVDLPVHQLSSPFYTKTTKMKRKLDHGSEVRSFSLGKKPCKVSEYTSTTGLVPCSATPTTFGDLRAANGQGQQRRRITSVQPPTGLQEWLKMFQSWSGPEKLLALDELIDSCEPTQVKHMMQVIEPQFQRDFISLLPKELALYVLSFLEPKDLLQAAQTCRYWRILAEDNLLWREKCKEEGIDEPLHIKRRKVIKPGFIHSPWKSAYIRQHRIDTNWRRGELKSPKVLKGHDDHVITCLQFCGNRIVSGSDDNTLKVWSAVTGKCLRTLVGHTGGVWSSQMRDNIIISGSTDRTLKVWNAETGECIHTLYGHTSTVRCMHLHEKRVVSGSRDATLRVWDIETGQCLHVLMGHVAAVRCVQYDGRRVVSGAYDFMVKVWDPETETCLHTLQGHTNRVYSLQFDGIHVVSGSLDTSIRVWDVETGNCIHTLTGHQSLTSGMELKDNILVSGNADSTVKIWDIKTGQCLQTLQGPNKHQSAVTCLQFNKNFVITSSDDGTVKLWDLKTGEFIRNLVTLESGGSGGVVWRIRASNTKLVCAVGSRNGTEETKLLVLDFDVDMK
# MITF primary – human MITF inhibition, primary screen. 650,000 tested, 0.91% active. AID 1259374. AlphaScreen MITF homodimerization, bead proximity signal. inhibition, % at 2.6 µM; in the data active = inhibition above about 50%;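 note: 0% = vehicle wells with protein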
# * hit, by the source's call; & = joins results of further samples.
SMILES,GPR151 ag,TEAD-YAP inh,FBW7 activator,MITF primary
CCOC(=O)C1CCN(Cc2cc(OC)ccc2OC)CC1,3.5,9,0.6,36
O=c1[nH]c(N2CCOCC2)nc2c1CN(Cc1ccccc1Cl)CC2,3.3,-6,0.0,1
CC(=O)c1ccc(N2CCN(c3ncnc4c3cnn4C)CC2)cc1,0.7,-4,-0.1,-8
Cc1ccc2cc(C#N)c(NCCCNC(=O)Cc3cccs3)nc2c1,0.3,-8,0.0,15
COc1ccc(NC(=O)CSc2nnc3c(n2)[nH]c2ccc(S(=O)(=O)NC(C)C)cc23)cc1OC,0.5,2,-0.1,6
COCCOC(=O)c1c(C)oc2cc(Br)c(OCC(=O)OC)cc12,2.9,-7,0.2,-8
COc1cccc(C(=O)NC(=S)Nc2cccnc2)c1,-0.5,-35,-0.1,-1
CCn1c(O)c(/C=N/N=C2/C(=O)N(C)c3ccccc32)c(=O)n(CC)c1=S,2.8,1,-0.1,-2
CCn1c2cc(C)oc2c2cnn(Cc3ccccc3F)c(=O)c21,0.3,-14,0.1,7
CN1C(=O)CCC12CCN(Cc1cc3ccccc3[nH]1)CC2,0.1,-2,0.1,8
CCOC(=O)N1CCC(N2CCN(Cc3ccccc3F)C(CCO)C2)CC1 (stereo unspecified),2.1,4,0.0,16
Cc1cc(OCC(=O)Nn2cnnc2)c(C)cc1Br,-0.3,5,1.2,7
CCOC(=O)c1cnc2c(C)c(Cl)ccc2c1NCCc1ccccc1,-0.5,5,0.5,0
CCN(CC)C(=O)CSc1nc2c(sc(=S)n2-c2ccc(C)c(C)c2)c(=O)n1-c1ccccc1,-1.0,5,0.0,4
CC1CC(=O)N(c2ccc(NC3CCCCCCC3)c([N+](=O)[O-])c2)C1=O (stereo unspecified),0.1,3,-0.1,16
C=CCN(C(=O)c1ccc(N2CC3CC(C2)c2cccc(=O)n2C3)c([N+](=O)[O-])c1)c1ccccc1 (stereo unspecified),0.1,-18,-0.1,5
CCOC(=O)c1c(C)n(CCOc2ccccc2Cl)c2ccc(O)cc12,-0.8,-15,0.0,3
CCOC(=O)C(=C/C=C/c1ccccc1)C(=O)OCC,1.7,-8,-0.1,8
Cc1cccc(-c2nc(NCc3cccnc3)c3ccccc3n2)c1,-0.3,-12,0.0,-2
CC1(C)CC(NC(=O)CCCN2C(=O)c3ccccc3C2=O)CC(C)(C)N1,-1.7,-14,0.6,17
CCOc1ccc(S(=O)(=O)N(CC(=O)NCCC(C)C)c2ccc(F)cc2)cc1,0.7,-8,0.1,-23
COC(=O)C(CC(C)C)NS(=O)(=O)c1c(C)cc(C)cc1C (stereo unspecified),1.7,13,-0.1,6
O=C(CCCCn1c(=O)[nH]c2ccsc2c1=O)N1CC=C(c2ccccc2)CC1,0.6,8,-0.1,7
COC(=O)c1ccc(NC(=O)COc2ccccc2)cc1,-1.4,-20,0.2,6
C[C@@H](OCc1ccccc1)[C@@H]1NC(=O)[C@H]2CN(C(=O)c3cccs3)CCN2C1=O,0.1,6,-0.1,-3

# 2 of the compounds above, with two lines to a compound.
# The line under a structure holds: GPR151 ag | TEAD-YAP inh | FBW7 activator | MITF primary
- CC(=O)c1ccc(N2CCN(c3ncnc4c3cnn4C)CC2)cc1
 : 0.7 | -4 | -0.1 | -8
- Cc1ccc2cc(C#N)c(NCCCNC(=O)Cc3cccs3)nc2c1
 : 0.3 | -8 | 0.0 | 15

# Additional entries:
SMILES,GPR151 ag,TEAD-YAP inh,FBW7 activator,MITF primary
Cc1cc(OCC(=O)Nc2ccc(N3CCOCC3)cc2)cc(C)c1Cl,1.6,2,-0.4,0
COC(=O)c1cc(C(=O)Nc2ccccc2C(N)=O)cc([N+](=O)[O-])c1,2.8,9,0.1,-5
CN1C(=O)[C@H]2CN(C(=O)c3ccc(F)cc3)CCN2C(=O)[C@@H]1Cc1ccccc1,-1.1,-3,-0.1,-1
CCOC(=O)C1=C(C)NC(=O)NC1c1cc([N+](=O)[O-])ccc1Cl (stereo unspecified),1.7,-2,0.0,4
COC(=O)c1ccc(NC(=O)/C(=C/c2ccc([N+](=O)[O-])cc2)NC(=O)c2ccccc2OC)cc1,1.0,12,-0.1,2
CC(C)=C1C2C=CC1C1C(=O)N(c3ccc(F)cc3)C(=O)C21 (stereo unspecified),1.6,-1,0.0,18
Cc1ccc(S(=O)(=O)CCC(=O)NNC(=O)Cc2c[nH]c3ccccc23)cc1,-1.5,-4,-0.1,-1
CCOC(=O)N1CCN(C(=O)Cn2cnc3ccccc32)CC1,0.8,7,-0.1,0
c1ccc(C(c2nnnn2C2CCCC2)N2CCN(C3CCCC3)CC2)cc1 (stereo unspecified),-1.3,-4,-0.1,-4
CCN(CC)c1nc2c3c(nc4c(c3c1C#N)CC(c1ccccc1)O4)N=C(C)N2 (stereo unspecified),0.6,5,0.1,13
CCC(C)C1(c2ccccc2)SC(NC(C)=O)=NN1C(C)=O (stereo unspecified),-1.2,38*,0.5,9
Nc1ccc2sc(-c3cc(Cl)c(N)c(Cl)c3)nc2c1,-3.0,-28,-0.1,14
Cc1cccc(-n2c(O)c(C=Nc3ccc(O)cc3)c3ccccc3c2=O)n1,-0.8,7,-0.4,-1
CCc1ccccc1NC(=O)CCn1c(=O)oc2ccccc21,1.4,4,-0.1,-5
Cc1cc(C)nc(NC(=O)C2c3ccccc3Oc3ccccc32)n1,-0.6,-5,-0.4,-7
Cc1ccc2c(c1)-c1onc(C(=O)NC(C)c3ccccc3)c1CO2 (stereo unspecified),-0.3,-6,0.1,-5
Cn1c(-c2ccccc2)csc1=Nc1ccccc1,-0.5,-35,-0.1,29
Cc1ccc(C(=O)NCC(c2ccco2)S(=O)(=O)c2ccccc2)cc1 (stereo unspecified),-1.0,-10,-0.2,-6
CC(=O)NS(=O)(=O)c1ccc(NC(=O)c2ccc([N+](=O)[O-])o2)cc1,3.0,12,-0.1,64*
CCCC(c1nnnn1CCOC)N1CCN(c2cccc(C)c2C)CC1 (stereo unspecified),0.3,-1,-0.1,9
CC1CCCC(C)N1S(=O)(=O)c1ccc(S(=O)(=O)N2CCCCCC2)cc1 (stereo unspecified),0.9,-10,-0.1,9
OC1CCC(Nc2ncc(-c3ccc(N4CCOCC4)cc3)n3ccnc23)CC1 (stereo unspecified),1.0,-3,0.0,19
COc1ccc(N=c2scc(C)n2CCCN2CCCC2=O)cc1,0.5,-6,-0.1,11
O=C(NN1CCN(Cc2ccccc2)CC1)c1ccccc1Cl,1.8,14,-0.1,4
CCOC(=O)c1cc2sccc2n1CC(=O)N(C(C)C)C(C)C,-0.5,-12,1.1,1

# (listing goes on)
SMILES,GPR151 ag,TEAD-YAP inh,FBW7 activator,MITF primary
Cc1cccc(N(C(=O)c2ccc(N3C(=O)c4cccc([N+](=O)[O-])c4C3=O)cc2)c2ccc3ccccc3c2)c1,-0.8,-13,-0.2,-5
COC(=O)C(CC(C)C)N1C(=O)C2C3c4ccccc4C(c4ccccc43)C2C1=O (stereo unspecified),0.1,-7,-0.1,-10
CCCCN(C)C(=O)Cc1nc(-c2ccc(OC)cc2)no1,0.3,-1,-0.1,-5
CCOC(=O)C1=CN(c2cc(C)ccc2C)C=C(C(=O)OCC)C1c1ccc(OC)cc1,0.4,-5,0.1,-15
O=C(COc1ccc(Cl)cc1)NCCCS(=O)(=O)N1CCc2ccccc2C1,2.8,3,-0.2,0
COc1cc(C(=O)NCCN=C2NS(=O)(=O)c3ccccc32)cc(OC)c1OC,0.9,-3,0.2,-13
CCCC1(C2CCN(C(=O)CC3CC3)CC2)NC(=O)N(CCc2ccccn2)C1=O (stereo unspecified),0.2,12,0.0,15
O=S(=O)(NCc1cc(F)cc2c1OCOC2)c1ccc(N2CCOCC2)nc1,-0.5,-7,0.2,15
COC(=O)Cn1c(=O)c2c(nc3n(-c4cccc(Cl)c4)c(C)c(C)n23)n(C)c1=O,-0.7,6,0.1,2
COc1cc(C2C(C#N)=C(N)OC3=C2C(=O)CCC3)cc([N+](=O)[O-])c1O (stereo unspecified),-1.4,-1,0.5,14
Cc1cccc(C)c1OCC(=O)Nc1ccc(Br)cc1C(=O)O,-1.2,0,0.0,5
Cc1nnc(SCC(=O)c2ccc3c(c2)CCCC3)s1,0.5,-15,0.1,5
O=C(C1c2ccccc2Oc2ccccc21)N1CCN(CC(O)c2cccs2)CC1 (stereo unspecified),1.6,8,0.1,6
Cc1ccc(C(c2nnnn2CC2CCCO2)N2CCCC2)cc1 (stereo unspecified),0.3,-2,-0.1,-3
CC1CCCC(N2CNc3nc4ccccc4n3C2)C1C (stereo unspecified),0.3,-10,-0.1,-4
COc1cccc(CN2CCN(S(=O)(=O)c3ccc(C)cc3)CC2)c1,-1.0,0,-0.1,13
N#C/C(=C\c1cccc(OCc2ccccc2)c1)C(=O)Nc1ccc(S(N)(=O)=O)cc1,-4.8,-29,0.3,-4
CC(=O)Nc1ccc(Nc2cc(-c3ccc(N4CCN(C)CC4)cc3)nc(N)n2)cc1,-0.3,-7,-0.1,1
COc1ccc(CC(NC(C)=O)C(=O)N2CCN(C(=O)N(C(C)C)C(C)C)CC2)cc1 (stereo unspecified),1.3,0,0.0,-5
CC1=CCC2C(=O)N(c3cccc(Cl)c3C)C(=O)C2C1 (stereo unspecified),0.6,-1,0.0,9
O=C(CCCN1CCC(O)(c2ccc(Br)cc2)CC1)c1ccc(F)cc1,-0.1&-3.3,1,-0.1&-0.1,-18&9
COC(=O)[C@@H]1CCCN1C1CCN(c2ccc(C(=O)NCCN3CCOCC3)cc2)CC1,-0.7,9,0.4,12
CCOC(=O)C1=C(C)N=c2s/c(=C\c3cccc(O)c3)c(=O)n2C1c1cccc(OC)c1 (stereo unspecified),1.4,-6,0.5,11
CCOc1cccc(/C=N/NC(=O)c2cccnc2)c1O,0.5,15,-0.5,70*
O=C(Nc1ccccc1F)N[C@H]1C[C@H]2C(=O)N[C@@H](COCc3ccccc3)C(=O)N2C1,-0.1,10,0.1,-3

# Additional results follow.
SMILES,GPR151 ag,TEAD-YAP inh,FBW7 activator,MITF primary
C=CCNC(CC(=O)Nc1ccc(Cl)cc1Cl)C(=O)O (stereo unspecified),1.1,15,-0.1,0
O=C(Nc1ccc(OCC(F)(F)C(F)F)cc1)c1cccc2ccccc12,1.2,-1,0.6,1
CN(C)c1ccc(/C=N/NC(=O)CCC(=O)Nc2ccccc2)cc1,-0.2,5,0.1,3
CCOc1ccc(C)cc1S(=O)(=O)n1ccc(C)n1,2.8,6,0.0,4
Cc1ccc(F)cc1NC(=O)CNC(N)=O,0.0,-3,0.0,16
O=C(Nc1ccccc1)C12CC3CCC(CC(C3)C1)C2,-1.5,-1,-0.1,23
Fc1ccc2nc(N3CCc4ccccc4C3)sc2c1,-1.5,4,-0.1,-12
COc1ccc(NC(=O)C(CCSC)NC(N)=O)cc1Cl (stereo unspecified),2.2,-10,0.0,1
CCOC(=O)C1CCN(S(=O)(=O)c2ccc3[nH]c(=O)ccc3c2)CC1,-1.0,-2,0.0,-8
Cc1cc(-c2nnc(NC(=O)c3ccc4c(c3)CCCC4)o2)nn1C,-0.4,-1,-0.3,-25
COc1ccc(OCC2c3cc(OC)c(OC)cc3CCN2C(=O)c2cccc(OC)c2)cc1 (stereo unspecified),0.0,-3,0.0,6
Cc1cc(N2CCCC2)c(F)cc1[N+](=O)[O-],1.1,7,-0.1,-4
Cc1ccc(C(C(=O)NC2CCCC2)N(Cc2ccccc2)C(=O)c2csnn2)o1 (stereo unspecified),1.1,6,-0.1,-3
O=C(Cc1cccs1)N/N=C/c1cccc(F)c1,0.7,-9,0.0,17
O=C(c1ccc(F)cc1)N(Cc1ccco1)C1CCS(=O)(=O)C1 (stereo unspecified),0.5,-5,-0.1,-9
COC(=O)COc1c(Cl)cc(C=O)cc1OC,0.2,3,0.1,10
CCOC(=O)C1=C(C)Nc2nnnn2C1c1ccc(OCC)c(OC)c1 (stereo unspecified),-1.1,-7,0.4,-3
COc1cc(C)c(S(=O)(=O)n2ccc(C)n2)cc1C,0.2,-11,-0.1,-32
COc1ccccc1-n1c(=S)[nH]c2c(sc(=S)n2-c2cccc(C(F)(F)F)c2)c1=O,-0.4,9,0.0,5
Cc1cccc(NC(=O)CCc2c(C)nc3nc(CN)nn3c2C)c1,1.1,-8,-0.3,5
O=C(NCc1ccc(Cl)cc1)c1ccc2c(=O)n(Cc3ccco3)c(=S)[nH]c2c1,2.6,-17,0.2,6

# Given with tabs: 14 of the compounds above
structure	GPR151 ag	TEAD-YAP inh	FBW7 activator	MITF primary
CN(C)c1ccc(/C=N/NC(=O)CCC(=O)Nc2ccccc2)cc1	-0.2	5	0.1	3
CCOc1ccc(C)cc1S(=O)(=O)n1ccc(C)n1	2.8	6	0.0	4
Cc1ccc(F)cc1NC(=O)CNC(N)=O	0.0	-3	0.0	16
O=C(Nc1ccccc1)C12CC3CCC(CC(C3)C1)C2	-1.5	-1	-0.1	23
Fc1ccc2nc(N3CCc4ccccc4C3)sc2c1	-1.5	4	-0.1	-12
COc1ccc(NC(=O)C(CCSC)NC(N)=O)cc1Cl (stereo unspecified)	2.2	-10	0.0	1
CCOC(=O)C1CCN(S(=O)(=O)c2ccc3[nH]c(=O)ccc3c2)CC1	-1.0	-2	0.0	-8
Cc1cc(-c2nnc(NC(=O)c3ccc4c(c3)CCCC4)o2)nn1C	-0.4	-1	-0.3	-25
COc1ccc(OCC2c3cc(OC)c(OC)cc3CCN2C(=O)c2cccc(OC)c2)cc1 (stereo unspecified)	0.0	-3	0.0	6
Cc1cc(N2CCCC2)c(F)cc1[N+](=O)[O-]	1.1	7	-0.1	-4
Cc1ccc(C(C(=O)NC2CCCC2)N(Cc2ccccc2)C(=O)c2csnn2)o1 (stereo unspecified)	1.1	6	-0.1	-3
O=C(Cc1cccs1)N/N=C/c1cccc(F)c1	0.7	-9	0.0	17
O=C(c1ccc(F)cc1)N(Cc1ccco1)C1CCS(=O)(=O)C1 (stereo unspecified)	0.5	-5	-0.1	-9
COC(=O)COc1c(Cl)cc(C=O)cc1OC	0.2	3	0.1	10

# High-throughput results deposited in PubChem by The Scripps Research Institute Molecular Screening Center.
